Assay outcomes from PubChem.
FUS yeast rescue = qHTS for Suppressors of FUS Proteinopathy: Primary screen using FUS-linked yeast assay; S. cerevisiae FUS-expressing, growth rescue, OD600, 24 h; Potency, µM (doses to about 76.6 µM), inactives show at the highest dose growth rescue (activation), actives largely listed as activators; actives 0.24% (n = 390,000); active = well fitted activation curve with a large enough effect; inconclusive = small, poorly fitted or top-dose-only effect; inactive = no such curve, though single readings can be large or run the other way;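 also: plate controls were DMSO vehicle for no effect and reference control for full effect; nearly all actives have a fitted effect of over 55% in size; some results filed as inactive show a strong effect at the top dose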
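Galactose (2%) drives FUS expression in yeast precultured in raffinose; seeding density OD 0.005. Test compounds incubated 24hr at 30C and 99% humidity before absorbance at 600 nm was measured.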
* = called active by the depositor; ? = inconclusive. Potency is read from the fitted curve at half-maximal effect. These rows are one share of the data (hit frequency here may not be typical).

Molecule	FUS yeast rescue
CN1C2=N[C@@H](c3ccc(Br)cc3)CC(=O)N2/C(=C\c2ccccc2)[C@@H]1c1ccccc1	6%
CCCCNC(=O)NC1CCN(CC(=O)Nc2ccc3c(c2)OCCO3)CC1	14%
CC(C)(C)OC(=O)/C=C/[C@@H](CCCCl)Sc1ccc(C(C)(C)C)cc1	26%
COc1ccc(C2c3ccccc3NC3C2C(=O)N(Cc2ccc(OC)cc2OC)[C@H]3Cc2ccccc2)cc1 (stereo partly specified)	21%
C=CCN(CC#Cc1ccccc1)Cc1ccc(OC)cc1	-8%
CCOc1ccc(CCNC(=O)c2ccccn2)cc1OCC	-4%
COC(=O)[C@]12C[C@H](CC(=O)N3CCCC3)C(=O)N(Cc3cccc4ccccc34)C1=C[C@H](COCc1ccccc1)O[C@@H]2C	?
CCCCN1CC[C@@H](C)Oc2cc(Br)ccc2S1(=O)=O	-4%
O=C(CSc1cc(Cl)ccc1Cl)N/N=C/c1ccc[nH]1	-6%
CC(C)CNC(=O)OCc1cn(Cc2ccc(F)cc2F)nn1	-12%
C[C@@H]1C[C@H]2O[C@@H]2/C=C\C=C\C(=O)Cc2cc(O)cc(O)c2C(=O)O1	-21%
CCC[C@H]1[C@@H](OC(=O)NCc2cccc(C(F)(F)F)c2)CC[C@@]23CCCN2C(=O)CCC[C@@H]13	?
CCN(CC)CCCNC(=O)c1cn(C(C)c2ccccc2)nn1 (stereo unspecified)	-16%
CN(C)c1ccc(-c2nc3ncc(Cl)cc3[nH]2)cc1	3%
CC(C)CN1CN2Cc3cc(F)ccc3C2CS1(=O)=O (stereo unspecified)	2%
COC(=O)c1ccc(Cn2ccc3ccc(-c4ccc5ccn(Cc6ccccc6)c5c4)cc32)cc1	31%
O=C(Oc1coc(CSc2ncccn2)cc1=O)c1ccc([N+](=O)[O-])cc1	-4%
CCC(=O)N1CCc2cc(Br)c(S(=O)(=O)N3CCC(C(=O)NCCCOC(C)C)CC3)cc21	20%
CC(=O)NC(Cc1ccc2c(c1)OCO2)C(=O)N1CCCC1 (stereo unspecified)	0%
O=C(Nc1nc2ncccn2c1-c1ccccc1)C1CC1	-15%
COc1ccc2c(c1)C[C@@H](CON1C(C)(C)CCCC1(C)C)N2S(=O)(=O)c1ccc(C)cc1	4%
CCC[C@H]1[C@@H](NC(=O)c2cccc(N(C)C)c2)CC[C@@]23CCCN2C(=O)CCC[C@@H]13	14%
COC(=O)[C@@]12CCCCC=C1N(CCc1ccc(Cl)cc1)C(=O)[C@H]2CC(=O)NCCCCc1ccccc1	43%
Nn1c(SCc2cccc3ccccc23)nnc1-c1n[nH]c2c1CCC2	-3%
CCOC(=O)COc1ccc(C(C)c2ccc(NC(=O)OC(C)(C)C)cc2)cc1 (stereo unspecified)	39%

Next section.
Molecule	FUS yeast rescue
c1nc(NCC2CCCCO2)c2cc(-c3ccc4c(c3)OCO4)ccc2n1 (stereo unspecified)	6%
COC(=O)[C@]12C[C@H](CC(=O)N3CCN(C(=O)c4ccco4)CC3)C(=O)N(Cc3ccco3)C1=C[C@H](C1CCCC1)O[C@@H]2C	29%
CCOC(=O)C1CCN(C(=O)C(C)(C)NC(=O)Nc2ccc(OC)c(Cl)c2)CC1	14%
C#CCN1CC(N(C)CCOC(=O)c2ccc(OC)c(OC)c2)CS1(=O)=O (stereo unspecified)	-18%
CC(=O)NC1CCCCN(Cc2cccc(F)c2)C1=O (stereo unspecified)	-21%
Cc1cc(NS(=O)(=O)c2ccc(NC(=O)CSc3nnc(-c4ccc(C(C)(C)C)cc4)n3Cc3ccco3)cc2)nc(C)n1	?
C=CCN1C(=O)[C@@H](CC(=O)N2CCCC2)[C@]2(C(=O)OC)CCCCC=C12	-10%
O=C(N[C@H]1CC[C@@H]2SC[C@@H](C(=O)O)N2C1=O)OCC1c2ccccc2-c2ccccc21	14%
C/C(=N\NC(=O)Cc1cc(=O)[nH][nH]1)c1ccc([N+](=O)[O-])cc1	3%
COc1ccc(CCNC(=O)Cn2nc(-c3ccccc3)ccc2=O)cc1	16%
COC(=O)C1CN(CCO)CCS(=O)(=O)N1Cc1cn(Cc2cccc(Cl)c2)nn1 (stereo unspecified)	-20%
CCOC(=O)C1(Cc2ccccc2)CCN(Cc2ccnc3ccccc23)CC1	0%
CCOC(=O)Nc1ccc2c(c1)[C@]1(CC(=O)N(CC(C)C)C1c1ccccc1)C(=O)N2C (stereo partly specified)	13%
C#CCNC(=O)C[C@H]1C[C@@]2(C(=O)OC)C(=C[C@H](C(C)C)O[C@@H]2C2CC2)N(CCC2=CCCCC2)C1=O	27%
Fc1ccc(F)c(Cn2ccc3ccc(-c4ccc5ccn(Cc6cc(F)ccc6F)c5c4)cc32)c1	33%
CCCCOCCCNC(=O)C[C@H]1C[C@@]2(C(=O)OC)C(=C[C@H](C3CCCC3)O[C@@H]2C)N(Cc2cccc3ccccc23)C1=O	8.9µM*
CCCCOCCCNC(=O)C[C@@H]1C(=O)N(CCc2ccc(Cl)cc2)C2=CCCC[C@]21C(=O)OCC	?
COc1cccc2cc3c(nc12)C[C@@H]1CCCC(=O)N2CCC[C@@]12C3	2%
CN1C(=O)c2cc(NC(=O)Nc3ccccc3)ccc2OC[C@H]2O[C@@H](CC(=O)NC3Cc4ccccc4C3)CC[C@@H]21	43%
Cc1ccc(-n2c(SCC(=O)c3ccc(O)c(O)c3)nnc2-c2ccccc2)cc1	7.9µM*
COC(=O)[C@]12C[C@H](CC(=O)NCc3cccc(C(F)(F)F)c3)C(=O)N(Cc3ccc(Cl)cc3Cl)C1=C[C@H](C(C)C)O[C@@H]2C1CC1	?
O=C1CC(N2CCOCC2)=NC(=O)N1c1ccc(Br)cc1	11%
COc1ccc(Br)cc1C=NNC(=O)c1ccncc1	-7%
COc1ccc2c3c([nH]c2c1)C1=NCC[C@]12c1ccccc1N=CN2CC3	-5%
Cc1ccccc1N(C)C(=O)Cn1nnc(-c2ccccc2F)n1	20%

Further entries follow:
| canonical_smiles | FUS yeast rescue |
| --- | --- |
| CCN(CC)c1ccc(NC(=O)CSc2nc3ccccc3c(=O)n2-c2ccc(C)cc2)cc1 | ? |
| O=C(NC1CCCCN(Cc2cccc(Cl)c2)C1=O)c1ccccn1 (stereo unspecified) | 15% |
| COc1ccc(S[C@]2(C(=O)N(C)C)CC(=O)N(S(=O)(=O)c3ccc(F)cc3)[C@@H]2c2ccc(OC)cc2)cc1 | ? |
| CCOC(=O)N1C(=O)C[C@](Sc2ccc(OC)cc2)(C(=O)N2CCN(c3ncccn3)CC2)[C@H]1c1ccc(OC)cc1 | 39% |
| CCOC(=O)[C@@H](CCc1ccccc1)N[C@@H](C)C(=O)N1CCC[C@H]1C(=O)O | 1% |
| CCC(c1ccc(OC)cc1)c1cn(C)c2ccccc12 (stereo unspecified) | -4% |
| C[C@H]1COc2cccc(F)c2S(=O)(=O)N1C | -25% |
| Clc1ccc([C@H]2OC[C@@]3(CNC4CCCCC4)CS[C@H](c4ccc(Cl)cc4)N23)cc1 | 40% |

Reformatted: results already given
CCOC(=O)C1CCN(C(=O)C(C)(C)NC(=O)Nc2ccc(OC)c(Cl)c2)CC1
  FUS yeast rescue: 14%

C#CCN1CC(N(C)CCOC(=O)c2ccc(OC)c(OC)c2)CS1(=O)=O (stereo unspecified)
  FUS yeast rescue: -18%

More records follow:
| canonical_smiles | FUS yeast rescue |
| --- | --- |
| CC(=O)N1CCCN(S(=O)(=O)c2ccc3c(c2)oc(=O)n3C)CC1 | 14% |
| S=c1[nH]nc(-c2n[nH]c3c2CCC3)n1N=Cc1c2ccccc2cc2ccccc12 | ? |
| Cc1nn(-c2ccccc2)c2sc(C(=O)NCc3ccc(F)cc3)cc12 | ? |
| O=C(NCc1ccc(C(=O)NCC2CCCO2)cc1)c1cccc(Br)c1 (stereo unspecified) | 3% |
| COc1ccc(-c2noc(C3CCCN(C(=O)Nc4ccc5c(c4)OCO5)C3)n2)cc1 (stereo unspecified) | 34% |
| O=C(NC1CCCCN(Cc2cccc(C(F)(F)F)c2)C1=O)c1ccc(Cl)cc1 (stereo unspecified) | ? |
| CC(COc1ccc(C#N)cc1)CN1CCC(C(O)(c2ccccc2)c2ccccc2)CC1 (stereo unspecified) | 9% |
| COc1ccc(CN(CCN2CCOCC2)C(=O)c2ccc(F)cc2F)cc1OC | -11% |

Next section.
| canonical_smiles | FUS yeast rescue |
| --- | --- |
| CC(C)c1cc(C(C)C)c(S(=O)(=O)N2CCC(C(=O)NCC3COCCO3)CC2)c(C(C)C)c1 (stereo unspecified) | ? |
| CC1(c2nnnn2Cc2ccccc2)CSCC(=O)N1Cc1cccs1 (stereo unspecified) | 11% |
| COC(=O)c1ccc(S(=O)(=O)N2CCC(NC(=O)COc3ccc(F)cc3)CC2)cc1 | 3% |
| COc1ccc(/C=C2/CN(Cc3ccc(OC)cc3OC)C3=NC(c4ccc5ccccc5c4)CC(=O)N32)cc1 (stereo unspecified) | ? |
| O=C(NCc1ccccc1)C1(C(=O)C2CC2)CC(c2ccccn2)=NO1 (stereo unspecified) | 0% |
| COc1ccc(-c2cc(C(=O)NN=Cc3ccc(-c4ccccc4)cc3)[nH]n2)cc1 | 13% |
| C=CCN1[C@H](C)COc2cccc(F)c2S1(=O)=O | -18% |
| COc1cccc(C(=O)N2CCC(Oc3cccnc3)CC2)c1 | -19% |

Reprinted at random: 6 records from the list.
| canonical_smiles | FUS yeast rescue |
| --- | --- |
| CC1(c2nnnn2Cc2ccccc2)CSCC(=O)N1Cc1cccs1 (stereo unspecified) | 11% |
| COC(=O)c1ccc(S(=O)(=O)N2CCC(NC(=O)COc3ccc(F)cc3)CC2)cc1 | 3% |
| O=C(NCc1ccccc1)C1(C(=O)C2CC2)CC(c2ccccn2)=NO1 (stereo unspecified) | 0% |
| C=CCN1[C@H](C)COc2cccc(F)c2S1(=O)=O | -18% |
| COc1cccc(C(=O)N2CCC(Oc3cccnc3)CC2)c1 | -19% |
| COc1ccc(-c2cc(C(=O)NN=Cc3ccc(-c4ccccc4)cc3)[nH]n2)cc1 | 13% |

New compounds follow:
| canonical_smiles | FUS yeast rescue |
| --- | --- |
| C[C@@H]1CCCN1c1cccc2c1S(=O)(=O)N1CC[C@@H](C1)O2 | 0% |
| C=CCN1[C@H](C)COc2cccc(N3CCCC3)c2S1(=O)=O | 11% |
| Cc1ccccc1CNC1CCC12CCC(c1ccccc1)CC2 (stereo unspecified) | 3% |
| COC(=O)c1ccc(C=NNC(=O)c2cc(-c3ccc(C)c(C)c3)n[nH]2)cc1 | 9% |
| CC1CCC2(CC1)CCN(CCCOC(=O)Nc1cccc(C(F)(F)F)c1)C2=O (stereo unspecified) | 31% |
| CCC[C@H]1[C@@H](NC(=O)c2ccc(C)cc2)CC[C@@]23CCCN2C(=O)CCC[C@@H]13 | 0% |
| COc1ccc(/C=C2\CC3(OC(C)=O)CCCN2C3)cc1 (stereo unspecified) | -9% |
| O=C(CSc1nnc(SCc2cccc3ccccc23)s1)Nc1ccc(S(=O)(=O)Nc2nccs2)cc1 | 38% |

(list continues)
| canonical_smiles | FUS yeast rescue |
| --- | --- |
| CCCCNS(=O)(=O)/C=C/c1ccc(OC)cc1CNC(=O)OC(C)(C)C | 2% |
| COc1cccc(C(=O)NCCN2C(=O)C3C4C=CC(C4)C3C2=O)c1 (stereo unspecified) | -11% |
| S=c1[nH]nc(-c2n[nH]c3c2CCC3)n1N=Cc1ccco1 | -16% |
| CCOC(=O)c1csc(NC(=O)C2CCCN(S(=O)(=O)c3ccccc3[N+](=O)[O-])C2)n1 (stereo unspecified) | 37% |
| COc1ccc(S[C@]2(C(=O)N3CCN(c4ncccn4)CC3)CC(=O)N(c3ccsc3)[C@@H]2c2ccc(OC)cc2)cc1 | ? |
| CCCCCCn1c(-c2ccc(Cl)cc2Cl)csc1=Nc1ccccc1 | -14% |
| O=C(NCc1ccco1)C1CCCN(S(=O)(=O)c2ccc(Cl)s2)C1 (stereo unspecified) | -10% |
| O=C1CCC[C@H]2Cc3nc4cccc(Cl)c4cc3C[C@]23CCCN13 | 8% |

Going on with the list:
| canonical_smiles | FUS yeast rescue |
| --- | --- |
| COC(=O)[C@H](CC(C)C)N1Cc2nnn(Cc3ccc(C)cc3)c2-c2cc(F)ccc2S1(=O)=O | ? |
| Cc1ccc(C2=CCN(C)C(=O)N2c2ccc([N+](=O)[O-])cc2)cc1 | 9% |
| CCOC(=O)[C@@]12CCCC3=C1N(CCC3)C(=O)[C@H]2CC(=O)N1CCC(c2ccccc2)CC1 | ? |
| O=C(Nc1ccc(Br)cc1)OC1CC2CC1[C@H]1CCCCN1[C@H]2Cc1ccccc1 (stereo partly specified) | 17% |
| C[C@H]1[C@@H](N(C)Cc2ccccc2)CC[C@@]23CCCN2C(=O)CCC[C@@H]13 | -17% |
| CC(C)CCNC(=O)C1CCN(c2cncnc2)CC1 | -9% |
| COC(=O)[C@]12C[C@H](CC(=O)NCCc3ccccc3OC)C(=O)N(CCc3ccc(OC)c(OC)c3)C1=C[C@H](C(C)(C)C)O[C@@H]2C | ? |
| COc1ccc(-c2nnc(SCC(=O)NN=C(C)c3cccc4ccccc34)n2-c2ccc(C)cc2)cc1 | 24% |

(more compounds)
| canonical_smiles | FUS yeast rescue |
| --- | --- |
| CCOC(=O)CC[C@@H]1CC[C@]2(CCCN(C(=O)C3CCCCC3)C2)O1 | -5% |
| O=C(CN1C(=O)C2(OCCCO2)c2ccccc21)NCc1ccc2ccccc2c1 | 32% |
| CC(C)[C@H]1COc2c3ccccc3nn21 | 1% |
| CCOC(=O)[C@]12CCCC3=C1N(CCC3)C(=O)[C@@H](CC(=O)NCc1ccc(OC)c(OC)c1)C2 | 5% |
| COc1cc(NC(=O)C2CCCN(S(=O)(=O)c3ccc(Br)s3)C2)cc(OC)c1 (stereo unspecified) | 9% |
| O=C(COCc1ccccc1)N1CC[C@H]2[C@H](CCCN2Cc2ccc(F)cc2)C1 | 3% |
| COC(=O)[C@]12C[C@H](CC(=O)NCc3cccs3)C(=O)N(Cc3ccco3)C1=C[C@H](C(C)C)O[C@@H]2C1CC1 | ? |
